NFkB transloc inh – inhibitors of IL-1B driven NFkB p65 nuclear import, primary screen, imaging, HUVEC, IL-1B stimulus, high-content imaging; actives 0.43% (n = 94,000); HUVEC IL-1B NFkB p65 nuclear translocation imaging; inhibition, % at 2 µM;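 active = inhibition above about 30% together with a positive call from visual inspection of the well image, limit read from the data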;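 also: nuclear over cytoplasmic p65 intensity ratio measured by imaging; 0% = IL-1B stimulated DMSO wells and 100% = unstimulated DMSO wells; values of inactives mirror those of a sister screen read the other way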
PLAP inhibition – PLAP enzyme inhibitors, biochemical, luminescence, HTS (AID 690); Alkaline phosphatase, placental type (Homo sapiens); purified PLAP, luminescent substrate; higher % means a stronger effect; one-dose inhibition, % at 20 µM; IC50 in µM for titrated hits; actives 0.08% (n = 96,000); in the data active = a potency from the dose series; inactive = the rest, 99 in 100 with inhibition below about 30%; also: strong numbers were not always called active
MRP resist rev – reversal of MRP1-mediated doxorubicin resistance, primary screen, H69AR cells, doxorubicin co-treatment | actives 0.04% (n = 85,000) | H69AR cells + 2 uM doxorubicin, CellTiter-Glo, 72 h | differential viability (reversal), % at 10 µM | AID 602, 2007;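 active = viability drop by adding the cancer drug above about 55%, with treated viability meeting a 40% cutoff, limit read from the data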;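 also: viability without doxorubicin minus viability with 2 µM doxorubicin for each compound; larger differential means the compound sensitizes cells more to doxorubicin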
Bcl-B displacement – displacers of TR3 peptide from Bcl-B, primary screen, selectivity assay for Bfl-1 inhibitor project, biochemical, fluorescence polarization; Bcl-2-like protein 10 (Homo sapiens); one-dose displacement, % at 20 µM; IC50 in µM for titrated hits; AID 748, 2007; actives 0.11% (n = 96,000); FP displacement of FITC-TR3 peptide from Bcl-B; higher % means a stronger effect;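 active = displacement above 50% at 20 µM plus a fluorescence interference ratio under 1.5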;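 also: plate controls were wells without compound for no effect and wells lacking Bcl-B protein for full effect; a part of the inactive calls stands beside numbers as strong as those of hits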
IL1B NFkB pot – enhancers of NFkB p65 translocation in HUVEC – imaging, IL-1B stimulus, high-content imaging, primary screen; HUVEC IL-1B NFkB p65 nuclear translocation imaging; activation, % at 2 µM; actives 0.3% (n = 94,000);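 active = activation above 40%, about the mean plus 3 SD, also judged a hit on visual image review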;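 also: percent activation is computed from the nuclear over cytoplasmic p65 intensity ratio; values of inactives mirror those of a sister screen read the other way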
MRP resist rev cytotoxicity – recorded beside MRP resist rev, whose call it bears; viability, %; H69AR cells, CellTiter-Glo, 72 h; measured here: cytotoxicity without doxorubicin
MRP resist rev with doxorubicin – further read-out of MRP resist rev, marked with its call; viability, %; measured here: viability with 2 uM doxorubicin; stronger effect = lower value
NFkB transloc inh cell count 2 µM – further read-out of NFkB transloc inh, marked with its call; cell count; measured here: cells passing quality filter;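 raw number of nuclei counted in each imaged well without normalization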
IL1B NFkB pot cell count 2 µM – recorded beside IL1B NFkB pot, whose call it bears; cell count; measured here: cells passing quality filter
An asterisk follows results filed as active; . = not tested or not shown. An excerpt (hit frequency here may not be typical).

SMILES | NFkB transloc inh | NFkB transloc inh cell count 2 µM | PLAP inhibition | MRP resist rev | MRP resist rev cytotoxicity | MRP resist rev with doxorubicin | Bcl-B displacement | IL1B NFkB pot | IL1B NFkB pot cell count 2 µM
C=CCc1cccc(C2Nc3ccccc3C(=O)N2O)c1O (configuration not stated) | -7 | 125 | -27% | 4 | 94 | 90 | 7% | 7 | 125
Cc1ccc(OCC(=O)c2ccc3c(c2)CCCC3)cc1C | -15 | 181 | -14% | . | . | . | 8% | 15 | 181
O=C(Cc1ccccc1)NCCc1cn2ccsc2n1 | 6 | 70 | -5% | -1 | 96 | 97 | 8% | -5 | 70
COC(=O)Cc1c(C)c2ccc(OCc3nn[nH]n3)cc2oc1=O | -2 | 167 | 11% | 17 | 103 | 86 | -5% | 2 | 167
Cc1ccc2nc(N3CCN(C=O)CC3)nc(-c3ccccc3)c2c1 | -3 | 177 | . | -9 | 63 | 71 | . | 3 | 177
O=c1cc(N2CCc3ccccc32)[nH]c(=O)n1Cc1ccc(F)cc1 | -1 | 177 | -12% | 10 | 100 | 90 | -10% | 1 | 177
O=C(Nc1cc(C(F)(F)F)ccc1N1CCOCC1)c1ccccc1F | 6 | 168 | -2% | 2 | 70 | 68 | 1% | -6 | 168
CC(CNC(=O)c1ccc(-c2ccccc2)cc1)CN(C)C (configuration not stated) | -6 | 145 | 5% | -5 | 89 | 94 | 0% | 6 | 145
Cc1ccc2nc(-c3cc(N)cc(N)c3)oc2c1 | -3 | 164 | -12% | 6 | 89 | 83 | -22% | 3 | 164
CCCn1nnc(NC(=O)COc2ccc(C3CCCCC3)cc2)n1 | 6 | 162 | -2% | 16 | 98 | 82 | -9% | -6 | 162
Cc1ccccc1NC(=O)C1C2CCC(O2)C1C(=O)O (configuration not stated) | 4 | 121 | . | 24 | 95 | 71 | . | -4 | 121
CNC(=O)CCCCCNS(=O)(=O)c1ccc(C)cc1 | -15 | 155 | . | 0 | 101 | 101 | . | 15 | 155
Cc1ccc(-n2c(=O)cc(N3CCN(C(=O)c4ccco4)CC3)[nH]c2=O)cc1 | . | . | -4% | 5 | 102 | 97 | -7% | . | .
COc1ccc(S(=O)(=O)Nc2cc(C)cc(C)n2)c2ccccc12 | -13 | 89 | -26% | 35 | 86 | 51 | 1% | 13 | 89
N=c1c2c3c(sc2nc2n1CCCCC2)CCCCC3 | . | . | -61% | 6 | 84 | 78 | 12% | . | .
CNC(=S)N1N=C(c2ccccc2)CC1c1ccc(Br)cc1 (configuration not stated) | -2 | 175 | 4% | 5 | 77 | 72 | -9% | 2 | 175
O=C(Nc1ccc(-c2cn3ccccc3n2)cc1)c1ccc(Cl)cc1 | -8 | 180 | -8% | . | . | . | -23% | 8 | 180
Cc1nn(Cc2cccc(F)c2)c(C)c1NC(=O)c1ccc(COc2ccccc2Cl)cc1 | 1 | 125 | -102% | . | . | . | 5% | -1 | 125
CCCC(=O)Nc1ccc(Cl)c(NC(=O)CC)c1 | 3 | 125 | 11% | 4 | 91 | 87 | -4% | -3 | 125
Cc1ccc(Nc2cc(C)nc3nnnn23)cc1 | 1 | 123 | 17% | 8 | 97 | 89 | 19% | -1 | 123
CCNS(=O)(=O)c1ccc2c(c1)n(C)c(=O)n2C | 6 | 96 | 22% | 20 | 102 | 82 | -2% | -6 | 96
Cn1c(C(=O)N2CCCC(C(=O)NCc3ccc4c(c3)OCO4)C2)cc2sccc21 (configuration not stated) | -26 | 171 | -54% | -11 | 69 | 80 | -3% | 26 | 171
COc1ccc(-c2nnc(SCc3ncc(-c4ccccc4)o3)o2)cc1 | 3 | 109 | 10% | 13 | 85 | 72 | -9% | -3 | 109
CN1CCN(c2ccccc2NC(=O)c2ccc(-c3ccccc3)cc2)CC1 | 8 | 164 | -43% | -13 | 33 | 46 | -8% | -8 | 164
CCc1c(C)sc(NC(=O)c2cc(-c3ccc(OC)c(OC)c3)on2)c1C#N | -3 | 143 | -6% | -17 | 66 | 83 | 0% | 3 | 143
Following part
SMILES | NFkB transloc inh | NFkB transloc inh cell count 2 µM | PLAP inhibition | MRP resist rev | MRP resist rev cytotoxicity | MRP resist rev with doxorubicin | Bcl-B displacement | IL1B NFkB pot | IL1B NFkB pot cell count 2 µM
FC(F)(F)c1cc(-c2ccco2)nc(-n2nnc3ccccc32)n1 | . | . | -8% | . | . | . | -15% | . | .
CC1CCCCN1Cc1ccc(-c2nn[nH]n2)cc1 (configuration not stated) | -15 | 49 | -4% | -9 | 88 | 97 | 5% | 15 | 49
CN1CCN(C(=O)c2cc(-c3ccco3)on2)CC1 | -12 | 186 | -18% | 17 | 106 | 89 | -2% | 12 | 186
COc1ccccc1C(=O)N/C(N)=N/c1nc2ccccc2o1 | -12 | 159 | 8% | -18 | 15 | 32 | -73% | 12 | 159
CCCC(=O)c1cc2ccccc2oc1=O | 3 | 106 | 2% | -2 | 83 | 84 | -8% | -3 | 106
CCN(CC)CCn1c(=N)n(CCOc2ccccc2)c2ccccc21 | -1 | 164 | 7% | -12 | 10 | 22 | -5% | 1 | 164
N#Cc1c(NCCCO)nc(NCc2ccccc2)c2c1CCN(Cc1ccccc1)C2 | -11 | 129 | -6% | -4 | 43 | 46 | -2% | 11 | 129
CO/N=C(/CS(=O)(=O)c1ccc(Br)cc1)c1ccc(OC)cc1 | . | . | -61% | -27 | 31 | 58 | 4% | . | .
Cc1c(NC(=O)c2cc(-c3cccs3)on2)c(=O)n(-c2ccccc2)n1C | 5 | 153 | 12% | 7 | 90 | 83 | 1% | -5 | 153
O=C(NCC1CCCO1)C1CCCN(S(=O)(=O)c2cccc3nsnc23)C1 (configuration not stated) | -6 | 159 | 2% | 10 | 92 | 82 | 0% | 6 | 159
CC(C)(C)c1cc(CCC(=O)N2CCNCC2)c(C(C)(C)C)cc1O | 1 | 112 | -37% | 7 | 100 | 92 | -1% | -1 | 112
COc1cc(/C=c2\sc3nc(-c4ccncc4)nn3c2=O)ccc1OC(C)=O | -20 | 107 | -24% | -23 | 43 | 66 | -32% | 20 | 107
Cc1sc2ncnc(NCCN3CCOCC3)c2c1C | -3 | 96 | -19% | -7 | 68 | 75 | -5% | 3 | 96
O=C1C=C(NCc2ccccc2)C2(CCCCC2)O1 | 6 | 163 | 10% | 15 | 93 | 78 | -6% | -6 | 163
Cc1onc(-c2ccccc2)c1C(=O)Oc1cccnc1 | 1 | 161 | 9% | 14 | 90 | 76 | 6% | -1 | 161
O=C(NCc1ccco1)c1cc2ccccc2o1 | -20 | 124 | 11% | -3 | 91 | 94 | -5% | 20 | 124
CC(=O)c1cnc2nc(C(F)(F)F)nn2c1C | -10 | 104 | 12% | -7 | 100 | 107 | -12% | 10 | 104
COC(=O)C(CCSC)NC(=O)CNS(=O)(=O)c1ccc(Cl)cc1 (configuration not stated) | -39 | 117 | 2% | . | . | . | 2% | 39 | 117
COCCNC(=O)CN(C(=O)Cn1nnc2ccccc21)c1ccc(C)c(F)c1 | -36 | 128 | . | -2 | 81 | 84 | . | 36 | 128
O=C(C1CCN(c2ccc(N3CCOCC3)nn2)CC1)N1CCN(c2ccc(F)cc2)CC1 | -13 | 140 | -43% | 4 | 91 | 87 | -13% | 13 | 140
CC(C)c1ccccc1OCCCCCNCCO | 0 | 78 | -55% | 4 | 90 | 86 | -2% | 0 | 78
CCc1ccccc1OCc1nnc(N)s1 | . | . | 2% | 2 | 106 | 104 | 3% | . | .
Cc1cc(N2C(=O)CCC2=O)n(-c2ccccc2)n1 | 7 | 176 | 10% | 5 | 102 | 97 | -1% | -7 | 176
COc1cccc(CNC(=O)CCS(=O)(=O)c2cccc3nsnc23)c1 | -12 | 62 | -3% | 4 | 94 | 90 | 16% | 12 | 62
O=[N+]([O-])c1ccc(Sc2n[nH]c(-c3ccccc3)n2)nc1 | 18 | 143 | 4% | 0 | 41 | 40 | 7% | -17 | 143

The list goes on; the last 4 above are carried over.
SMILES | NFkB transloc inh | NFkB transloc inh cell count 2 µM | PLAP inhibition | MRP resist rev | MRP resist rev cytotoxicity | MRP resist rev with doxorubicin | Bcl-B displacement | IL1B NFkB pot | IL1B NFkB pot cell count 2 µM
CCc1ccccc1OCc1nnc(N)s1 | . | . | 2% | 2 | 106 | 104 | 3% | . | .
Cc1cc(N2C(=O)CCC2=O)n(-c2ccccc2)n1 | 7 | 176 | 10% | 5 | 102 | 97 | -1% | -7 | 176
COc1cccc(CNC(=O)CCS(=O)(=O)c2cccc3nsnc23)c1 | -12 | 62 | -3% | 4 | 94 | 90 | 16% | 12 | 62
O=[N+]([O-])c1ccc(Sc2n[nH]c(-c3ccccc3)n2)nc1 | 18 | 143 | 4% | 0 | 41 | 40 | 7% | -17 | 143
CCOC(=O)C(=Cc1ccc(OCc2ccc([N+](=O)[O-])cc2)c(OC)c1)C(=O)OCC | 8 | 87 | 1% | . | . | . | 0% | -9 | 87
COc1ccc(-c2cc3ccc(OCc4nn[nH]n4)cc3oc2=O)cc1 | 8 | 175 | . | . | . | . | . | -8 | 175
Cn1nc(C(F)(F)F)c(/C=N/OC(=O)c2ccccc2Cl)c1SCc1ccccc1Cl | 7 | 151 | 18% | . | . | . | 4% | -7 | 151
O=C(COn1nnc2ccccc21)NCC1CCCCC1 | -21 | 79 | 5% | 6 | 98 | 91 | 3% | 21 | 79
CCOc1cc(S(=O)(=O)N2CCC(c3nc4ccccc4s3)CC2)c(OCC)cc1S(=O)(=O)N1CCCCC1 | -7 | 177 | -14% | . | . | . | 1% | 7 | 177
CC1(C)CC(=O)C2=C(C1)Oc1ncn3nc(-c4cccnc4)nc3c1C2c1ccccc1 (configuration not stated) | . | . | 8% | 5 | 79 | 74 | -4% | . | .
Cc1nn(-c2ccc(Cl)c(Cl)c2Cl)c(=O)c2ccccc12 | 9 | 154 | 22% | 11 | 96 | 85 | -9% | -9 | 154
CCOC(=O)N1CCN(C(=O)c2ccc(Cl)c(S(=O)(=O)Nc3ccccc3)c2)CC1 | -14 | 143 | -45% | 6 | 32 | 26 | -8% | 13 | 143
Cc1sc2nc(CN(C(=O)NC3CCCCC3)C3CCCC3)[nH]c(=O)c2c1C | -13 | 103 | . | -14 | 56 | 70 | . | 13 | 103
CCOC(=O)Cn1c(=O)oc2cc(S(=O)(=O)NCCC(C)C)ccc21 | 0 | 193 | -3% | 7 | 88 | 81 | -1% | 0 | 193
CCOC(=O)C1CCN(C(=O)c2cc3cc4cc(OC)ccc4nc3o2)CC1 | 4 | 146 | -19% | -9 | 99 | 108 | -5% | -4 | 146
COc1nn(CC(=O)N2N=C(C)CC2(O)C(F)(F)F)cc1[N+](=O)[O-] (configuration not stated) | 5 | 155 | . | 16 | 105 | 90 | . | -5 | 155
CCC(=O)c1ccc(OCc2ccc(C(=O)OC)cc2)c(OC)c1 | -8 | 208 | -7% | . | . | . | 3% | 8 | 208
CCCCn1nnnc1SCC(=O)Nc1ccc2c(c1)OCO2 | -2 | 152 | 22% | -15 | 82 | 97 | -5% | 2 | 152
Nc1cc(C(=O)OCC(=O)NCC2CCCO2)ccc1Cl (configuration not stated) | 1 | 188 | -1% | -14 | 83 | 97 | -2% | -1 | 188
Cc1cccc(N(C)C(=O)COc2cc(=O)n(C)c3ccccc23)c1 | -2 | 156 | -22% | -5 | 90 | 95 | 4% | 2 | 156
CC(OC(=O)C(NC(=O)c1ccco1)C(C)C)C(=O)Nc1ncc(Cl)cc1Cl (configuration not stated) | -15 | 91 | -10% | . | . | . | 1% | 15 | 91
CN(C)CCCOC(=O)c1ccc(Cl)cc1 | . | . | -32% | 3 | 92 | 90 | -2% | . | .
C/C(N)=C(/C#N)C(=O)COC(=O)CSc1ccc2ccccc2c1 | -21 | 154 | 6% | . | . | . | -15% | 21 | 154
COC(=O)C1=C(C(=O)OC)SC(=C2C(=S)C(C)(C)N(C(=O)C3CC3)c3ccccc32)S1 | 2 | 138 | -16% | 20 | 97 | 77 | 19% | -2 | 138
